Screens deposited in PubChem BioAssay by several laboratories.
Rin1 Abl inh = inhibitors of Rin1-Abl protein binding, primary screen, biochemical, TR-FRET. inhibition, % at 7.35 µM. Tyrosine-protein kinase ABL1 (Homo sapiens) + Ras and Rab interactor 1 (Homo sapiens), …. AID 588664, 2011. 0.4% of 360,000 active; in the data active means inhibition above about 5%, passing the limit was not always enough
bovine MsrA act = bovine MsrA enzyme activators, primary screen, biochemical, absorbance, HTS; Methionine sulfoxide reductase A (Bos taurus); purified bovine MsrA, absorbance read-out; activation, % at 10.6 µM; 0.3% of 360,000 active; AID 602163, 2012; in the data active means activation above about 7.5%;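 further: 0% = vehicle and 100% = reference activator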
eLon inh = inhibitors of E. coli Lon protease, primary screen, biochemical, fluorescence polarization; P0A9M0; 0.42% of 360,000 active; purified E. coli Lon protease; inhibition, % at 7.94 µM; in the data active means inhibition above about 13%, passing the limit was not always enough;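 further: 0% = enzyme with probe and DMSO and 100% = no enzyme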
CSN inh = inhibitors of CSN-mediated cullin deneddylation, primary screen, biochemical, fluorescence polarization, uHTS; COP9 signalosome complex subunit 5 (Homo sapiens), Q92905; Purified CSN, SCF-Nedd8-OG deneddylation; inhibition, % at 12.5 µM; 0.38% of 360,000 active;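 active means pattern-corrected inhibition above about 35%, with an unprinted fluorescence ratio check between 0.5 and 1.5, limit read from the data, passing the limit was not always enough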;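 further: 0% = enzyme with substrate and 100% = substrate without enzyme; some results filed as inactive read as strong as hits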
Target sequence (Q92905 whole entry, looked up, one chain of several): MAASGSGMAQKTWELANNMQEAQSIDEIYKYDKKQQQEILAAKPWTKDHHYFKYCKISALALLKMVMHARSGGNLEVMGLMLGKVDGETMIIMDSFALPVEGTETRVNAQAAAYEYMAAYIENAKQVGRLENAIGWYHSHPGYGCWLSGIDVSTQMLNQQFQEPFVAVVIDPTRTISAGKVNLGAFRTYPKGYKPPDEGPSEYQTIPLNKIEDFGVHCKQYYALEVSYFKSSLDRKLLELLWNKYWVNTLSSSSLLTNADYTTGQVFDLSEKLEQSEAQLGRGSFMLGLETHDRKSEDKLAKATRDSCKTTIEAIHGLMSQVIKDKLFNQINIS
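Detection – fluorescence polarization · System – HEK293T-derived human Csn5 enzyme · Controls – substrate-only high control, full reaction low control · Timing – 90 min, room temperature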
MsrA inhibitor = bovine MsrA enzyme inhibitors, primary screen, biochemical, absorbance, HTS | AID 651718, 2012 | 0.75% of 360,000 active | inhibition, % at 15.5 µM | Methionine sulfoxide reductase A (Bos taurus) | purified bovine MsrA, absorbance read-out; in the data active means inhibition above about 4.5%;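 further: 0% = vehicle wells with enzyme and 100% = reference inhibitor wells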
FAS-TE inh = FAS thioesterase domain inhibitors, primary screen, biochemical, fluorescence intensity, uHTS | Fatty acid synthase (Homo sapiens), P49327 | recombinant FAS-TE, OMFH fluorogenic substrate, fluorescence endpoint | inhibition, % at 15 µM | 0.67% of 360,000 active | AID 602261, 2012;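 active means compounds whose normalised, plate-corrected inhibition of enzyme fluorescence in the single-dose primary screen is 50% or more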;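 further: 0% = DMSO with enzyme and 100% = substrate without enzyme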
Tb MetRS inh = T. brucei MetRS inhibitors, primary screen, biochemical, luminescence | 0.4% of 360,000 active | purified T. brucei MetRS, ATP depletion, Kinase-Glo luminescence | methionyl-tRNA synthetase (Trypanosoma brucei brucei) | AID 624268, 2012 | inhibition, % at 11.9 µM;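 active means inhibition above a per-plate cutoff of the control wells' mean inhibition plus 3 SD, cut at about 5.5% in these data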;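 further: 0% = DMSO wells median and 100% = median of wells with control inhibitor compound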
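Dosing: 11.9 µM compound single dose, 0.9% DMSO; Assay system: purified T. brucei MetRS enzyme; Measured by: Kinase-Glo luciferase luminescence reporting remaining unconsumed ATP; Schedule: 15 min plus 2 h at 25 °C.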
PABP1 MLLE inh = inhibitors of PABP1 MLLE–PAM2 peptide binding, primary screen, biochemical, fluorescence polarization, FITC-PAM2, GST-MLLE. Polyadenylate-binding protein 1 (Homo sapiens), P11940. inhibition, % at 20 µM. 0.36% of 360,000 active; in the data active means inhibition above about 35%, passing the limit was not always enough;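 further: plate controls were DMSO wells with GST-MLLE for no effect and wells lacking GST-MLLE protein for full effect; some results filed as inactive read as strong as hits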
Target sequence (P11940 whole entry, looked up): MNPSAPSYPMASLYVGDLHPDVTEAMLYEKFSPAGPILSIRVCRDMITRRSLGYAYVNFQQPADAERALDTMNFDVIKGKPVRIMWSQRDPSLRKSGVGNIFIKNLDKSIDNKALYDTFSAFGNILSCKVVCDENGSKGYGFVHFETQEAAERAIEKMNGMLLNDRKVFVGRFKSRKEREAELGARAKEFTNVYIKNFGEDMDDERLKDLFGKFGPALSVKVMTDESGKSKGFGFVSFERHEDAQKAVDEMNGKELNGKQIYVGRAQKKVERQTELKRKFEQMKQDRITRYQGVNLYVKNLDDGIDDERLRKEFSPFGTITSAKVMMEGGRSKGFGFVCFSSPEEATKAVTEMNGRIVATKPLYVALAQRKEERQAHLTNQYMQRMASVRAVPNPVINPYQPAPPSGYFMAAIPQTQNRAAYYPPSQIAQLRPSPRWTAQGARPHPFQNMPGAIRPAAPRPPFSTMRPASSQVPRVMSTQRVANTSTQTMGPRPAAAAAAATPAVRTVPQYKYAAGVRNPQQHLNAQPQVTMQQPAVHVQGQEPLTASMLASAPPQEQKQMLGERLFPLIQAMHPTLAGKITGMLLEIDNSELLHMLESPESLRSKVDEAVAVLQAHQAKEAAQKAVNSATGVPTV
Neddylation inh = inhibitors of cullin neddylation, primary screen, biochemical, TR-FRET, uHTS, NAE and Ubc12 | NEDD8-conjugating enzyme Ubc12 (Homo sapiens) + NEDD8-activating enzyme E1 regulatory … | calls only at 25 µM | 0.58% of 360,000 active | AID 651699, 2012; in the data active means inhibition above about 36%
* hit, by the source's call; i = inactive; / = not tested or not shown; + = active, no number.

Second line of a record – Rin1 Abl inh, bovine MsrA act, eLon inh, CSN inh, MsrA inhibitor, FAS-TE inh, Tb MetRS inh, PABP1 MLLE inh, Neddylation inh
> COc1ccc(OC)c(NC(=S)N2CCC(C(O)(c3ccccc3)c3ccccc3)CC2)c1
    0, -4, -4, -7, 1.2, 7, -0.1, -48, i
> COc1ccc([N+](=O)[O-])cc1NC(=O)c1cccs1
    -2, -5, -2, -12, 1.8, 8, -0.3, 1, i
> CO/N=C/c1ccc(Sc2ccc(C)cc2)c([N+](=O)[O-])c1
    2, 2, -11, -1, 1.3, 26, 1.8, 8, i
> CN1CCN(S(=O)(=O)c2ccc(NC(=O)c3ccccc3Cl)cc2)CC1
    -3, -5, 3, 3, 0.8, -1, -0.8, -5, i
> CCCCN(Cc1cc2ccccc2[nH]c1=O)S(C)(=O)=O
    -3, -3, -6, -6, 1.2, -7, 0.0, -2, i
> Cc1cc(C)cc(OCC(=O)Nc2ccccc2C(=O)NCc2ccco2)c1
    1, -3, 2, 3, -0.6, 4, 0.1, 12, i
> CCn1c(N2CCN(CC(=O)c3c(C)n(C)c4ccccc34)CC2)nc2c1c(=O)[nH]c(=O)n2C
    6.4*, -1, -4, -2, 0.7, -5, -0.4, -96, i
> NS(=O)(=O)c1ccc(CCNCc2cc(Br)ccc2OCc2ccccc2F)cc1
    1, -2, 6, -11, -0.5, 4, 2.4, -5, i
> CNC(=S)NNC(=O)c1ccc(C(C)(C)C)cc1
    -2, -3, 0, 4, -1.1, -5, 0.3, -47, i
> O=C(CCCn1c(=O)c2ccccc2n(CC(=O)NCc2ccco2)c1=O)NCc1ccco1
    1, -3, -3, 1, 0.4, 3, -1.6, 0, i
> COc1ccc(Oc2nccc(OC)c2C#N)cc1
    0, -2, -7, -2, 0.4, -2, -0.2, -1, i
> Cc1cc(OCC(=O)NN2C(=O)c3ccccc3C2=O)ccc1Cl
    0, -2, -5, 4, -0.5, 7, -0.6, -23, i
> C=CCNC(=O)c1onc(CSc2ccc(Cl)cc2)c1C(=O)NCC=C
    -3, -1, 12, 3, -0.9, 18, -0.4, 4, i
> CC(=O)c1cccc(NC(=O)C2(C)Cc3c(-c4cccc(C(N)=O)c4)ccnc3O2)c1 (stereo not drawn)
    8.2*, 2, 0, -2, -0.9, 2, -0.1, -4, i
> O=C(N/N=C/c1cccc([N+](=O)[O-])c1)c1cc2ccccc2o1
    2, -5, 2, 12, 0.3, -5, -0.8, -13, i
> COc1cc(SC)ccc1C(=O)NC1CCCc2ccccc21 (stereo not drawn)
    -2, 1, 4, -4, 0.7, 15, -0.6, 3, i
> Cc1ccc(/C=C/C(=O)Nc2cc(S(=O)(=O)N3CCOCC3)ccc2N2CCOCC2)cc1
    1, -2, -4, 1, -0.4, 23, -0.4, -15, i
> CC(NC(=O)c1cc2c(s1)CCCC2)C(C)(C)C (stereo not drawn)
    0, -1, -5, 2, 0.6, 1, 0.2, -7, i
> CCC(CC)C(=O)OCC(=O)Nc1cccc(S(=O)(=O)N(C)c2ccccc2)c1
    6, -1, 2, 2, 1.3, 18, 0.2, -3, i
> Nc1ccc2nc(-c3ccccc3)sc2c1
    2, -8, 2, 2, 4.7*, -2, -1.2, -3, i
> COc1cccc(-c2nc(CS(=O)(=O)CC(=O)NCCc3cc(OC)ccc3OC)c(C)o2)c1
    1, -3, -6, -4, 0.3, 0, -0.2, 1, i
> CCOCCCNC(=O)COc1ccc(OC)cc1
    0, -1, -8, -6, -0.2, -11, -0.2, 5, i
> CN1C(=O)SC(Nc2ccccc2)C1=O (stereo not drawn)
    1, -3, -6, 2, 0.5, -4, -1.0, 21, i
> O=C(CN(Cc1ccc2c(c1)OCO2)C(=O)CNS(=O)(=O)c1ccccc1)NCc1ccco1
    0, -3, -6, -1, -0.6, -5, -0.5, -3, i
> O=C(Nc1cccc2cccnc12)c1ccc(Cl)cc1
    -5, -3, 11, -4, 0.6, 19, -0.7, -12, i
> COC(=O)C1=C(N)Oc2cc(C)n(C)c(=O)c2C1c1ccc(Cl)cc1 (stereo not drawn)
    -6, -1, 3, 0, 0.8, -7, -2.0, -7, i
> COc1cc2[nH]c(C(=O)N(C)Cc3ccccc3)cc2c(OC)c1OC
    0, 1, 3, -1, 1.0, 0, -0.5, -2, i
> COc1ccc(-c2cc(-c3ccco3)[nH]c(=O)c2C#N)cc1
    -4, -6, -21, 14, 0.1, -8, 0.0, 7, +
> CCCN1CNC(=S)N(Cc2ccccc2)C1
    -4, -3, -10, -5, 0.6, -9, -0.1, -59, i
> Cc1nn(-c2ccc(F)cc2)c(Cl)c1C(=O)NCC1CCCO1 (stereo not drawn)
    2, -7, -1, -5, 0.5, -4, -0.4, -2, i
> CCc1nc2ccc(C(=O)NCCOc3ccc(OC)cc3)cn2c1N(C)Cc1cccs1
    -1, -9, -2, 4, -0.8, 8, -0.7, -3, i
> CCn1c(SCC(=O)N/N=C/c2ccc(C)o2)nnc1-c1ccccc1
    -4, -1, 4, -2, 0.8, -1, -1.1, -6, i
> NNC(=O)C(=O)NCCCN1CCOCC1
    0, -9, 5, 2, 0.3, -10, -0.7, -10, i
> S=c1[nH]nc(C2CCCCC2)o1
    -4, 2, -13, 1, 1.0, 0, -0.6, -85, i
> CC(=O)c1ccc(NC2=C(N3CCOCC3)C(=O)c3ccccc3C2=O)cc1
    5, -2, 11, 11, 1.9, 0, 0.3, 18, i
> COc1ccccc1N1CCN(C(=O)c2cc(=O)c3cc(C)cc(C)c3o2)CC1
    0, -1, 1, -5, 0.1, 9, -0.1, -17, i
> COc1ccc(-n2ccc(=O)c3c2CCCC3=O)cc1
    -1, 2, -2, 4, -0.5, -6, -0.2, 18, i
> Cc1c(C(=O)Nc2c(C)n(C)n(-c3ccccc3)c2=O)oc2c(Cl)cccc12
    -2, -2, -2, 1, -0.5, -1, 0.0, 4, i
> O=C(Cn1cc(F)c(=O)[nH]c1=O)NCCO
    1, -1, 10, 2, 0.1, -10, -0.2, 4, i
> CC(=O)Nc1cccc(OCC(=O)/C=C2\N(C)c3ccccc3C2(C)C)c1
    1, -5, -14, 8, 3.2, -6, -0.8, -27, i
> C/C=C\C=C\C(=O)N1CC2(CC(c3cccc(NC(=O)CC)c3)=NO2)C[C@H]1C(N)=O (stereo partly drawn)
    2, -8, 0, 0, -0.1, -7, -0.1, 6, i
> O=C(Nc1cccc([N+](=O)[O-])c1)C1CC(=O)N(Cc2ccccc2)C1 (stereo not drawn)
    1, -1, 4, 2, 1.9, 18, 0.5, 8, i
> CCC(=O)c1ccc(N2CCN(C(=O)c3cccc(F)c3)CC2)c(F)c1
    -3, -11, -6, -1, -0.1, -5, -0.3, 2, i
> Cc1cc[n+](CC(=O)Nc2cc(C(F)(F)F)ccc2Cl)cc1
    0, 0, 0, 3, 1.4, -10, -0.6, 3, i
> CCCC1(c2ccccc2)NC(=O)N(CC(=O)NCc2ccc(C)cc2)C1=O (stereo not drawn)
    -1, -4, -8, -2, 0.3, -1, -0.8, 7, i
> Cc1ccsc1CNC(=O)c1c(-c2ccccc2)noc1C
    -2, -4, 0, 0, -1.1, -2, -0.3, 9, i
> CCOc1cccc(NC(=O)C2CC(=O)N(c3ccc(F)cc3)C2)c1 (stereo not drawn)
    1, -5, -1, 0, -1.2, -9, -0.5, 2, i
> Cc1cc(Cl)ccc1OC(C)C(=O)NC(C)C1CCCO1 (stereo not drawn)
    2, -1, 3, -1, 0.6, -2, -0.2, -4, i
> COc1ccc(CN2CCc3ccc(NC(=O)c4ccncc4)cc3C2)c(F)c1
    -5, -3, 2, 3, -1.1, -4, 0.1, -8, i
> CC(=O)c1cccc(OC(=O)C2=CC=CN3CCS(=O)(=O)N=C23)c1
    1, -2, 2, -2, 0.0, -6, -0.3, -16, /
> c1ccc2c(c1)OCC(CNc1ncnc3sccc13)O2 (stereo not drawn)
    2, 3, -13, 0, -0.9, -4, 0.4, -6, i
> Cc1ccc(Cn2ccc(NC(=O)c3cc4nc(-c5ccco5)cc(C(F)(F)F)n4n3)n2)cc1
    2, -2, 0, 5, 1.0, -6, -0.1, -25, /
> O=C(Nc1ccccc1N1CCOCC1)C1=NN(c2c(F)c(F)cc(F)c2F)C(=O)CC1
    2, -3, -9, 0, 0.5, 13, -0.2, -6, i
> COc1ccc(NC(=O)CCCn2c(=O)[nH]c3ccccc3c2=O)cc1
    0, -1, -6, 6, 0.4, -5, -1.3, 10, i
> COc1ccc(S(=O)(=O)N2CCSCC2)cc1
    3, -3, -8, -4, 0.1, -1, -0.8, 2, i
> Cc1[nH]nc2c1C(c1ccc(N(C)C)cc1)C1=C(CC(C)(C)CC1=O)N2 (stereo not drawn)
    -1, -2, -2, 4, 3.6, 0, 0.1, -6, i
> COc1ccc(-n2c(-c3ccc(OC)c(OC)c3)n[nH]c2=S)cc1
    0, 1, 4, 0, 0.0, -4, -0.2, 8, i
> CN(CC(=O)Nc1ccccc1Br)C(=O)c1cc(Cl)nc2ccccc12
    0, -4, -13, 7, 0.3, 0, -0.7, -2, i
> Cc1ccc(CS(=O)(=O)c2cn(CC(=O)Nc3ccon3)c3ccccc23)cc1
    0, -1, -1, 4, 0.0, 1, -0.2, -15, i

Shown as labelled records: entries from further up.
smiles: COc1ccc(-n2c(-c3ccc(OC)c(OC)c3)n[nH]c2=S)cc1
  Rin1 Abl inh = 0
  bovine MsrA act = 1
  eLon inh = 4
  CSN inh = 0
  MsrA inhibitor = 0.0
  FAS-TE inh = -4
  Tb MetRS inh = -0.2
  PABP1 MLLE inh = 8
  Neddylation inh = i

smiles: CN(CC(=O)Nc1ccccc1Br)C(=O)c1cc(Cl)nc2ccccc12
  Rin1 Abl inh = 0
  bovine MsrA act = -4
  eLon inh = -13
  CSN inh = 7
  MsrA inhibitor = 0.3
  FAS-TE inh = 0
  Tb MetRS inh = -0.7
  PABP1 MLLE inh = -2
  Neddylation inh = i
